Smad3 FoxH1 inh: inhibitors of human Smad3 transcription factor binding; P84022; TR-FRET Smad3/Dy647-FoxH1 peptide binding, europium anti-His; inhibition, % at 25 µM; 0.29% of 88,000 active; AID 630;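 active means compounds that reduce the energy-transfer binding signal between the protein and its labelled peptide by more than half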;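 further: 0% = Smad3 plus labelled peptide maximal FRET and 100% = peptide-only background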
Target sequence (P84022 whole entry, looked up): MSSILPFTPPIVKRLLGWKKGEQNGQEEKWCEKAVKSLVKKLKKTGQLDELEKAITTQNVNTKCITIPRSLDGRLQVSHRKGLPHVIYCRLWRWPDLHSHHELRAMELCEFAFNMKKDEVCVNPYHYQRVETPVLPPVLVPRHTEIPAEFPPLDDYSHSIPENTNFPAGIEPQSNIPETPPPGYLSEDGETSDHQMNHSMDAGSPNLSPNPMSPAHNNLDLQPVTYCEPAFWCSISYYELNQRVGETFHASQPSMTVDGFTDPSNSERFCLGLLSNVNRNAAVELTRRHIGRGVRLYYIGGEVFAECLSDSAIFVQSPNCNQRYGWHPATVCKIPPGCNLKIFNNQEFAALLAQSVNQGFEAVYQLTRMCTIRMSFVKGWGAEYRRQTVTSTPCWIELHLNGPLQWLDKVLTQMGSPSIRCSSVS
An asterisk follows results filed as active; & = joins results of further samples. This is a subset (hit frequency here may not be typical).

molecule | Smad3 FoxH1 inh
C[C@@]12CC[C@H]3c4ccc(OCC(=O)O)cc4CC[C@@H]3[C@H]1CCC2=O | -12
COc1ccc2c(Cl)cc(NC(=S)Nc3ccccc3)nc2c1 | -1
CC1CCN(CC[S-])CC1.O.O.[Cl][Pt] | 6
O=C(O)c1ccc([N+]2=Cn3c(nc4ccccc43)C2)cc1 | -4
O=C(O)c1ccc(Oc2nc3ccccc3s2)cc1 | 0
Cn1c(=S)c2[nH]c(SCc3cccnc3)nc2n(C)c1=O | 4
O=[N+]([O-])c1ccc2c(c1)S(=O)c1ccccc1-2 (stereo unspecified) | 7
Cc1c2cc[n+](CCN3CCCCC3)cc2c(C)c2c1[nH]c1ccc(O)cc12 | 9
N[C@@H]1[C@@H]2[C@@H]3C[C@H]4N(CC[C@@]14C(=O)C(=O)O)CC3=CCO[C@@H]2CC(=O)O | 2
Cc1cc(Cc2cc(Cc3cc(C)cc(C(C)(C)C)c3O)c(C)cc2C)c(O)c(C(C)(C)C)c1 | -8
Cc1ccc(-c2nnc(-c3ccc4ccccc4c3)o2)cc1 | 13
c1cncc(-c2cc(-c3cc(-c4cccnc4)n[nH]3)[nH]n2)c1 | 8
Cc1cc(Cl)ccc1OCC(=O)Oc1c(Cl)c(Cl)c(Cl)c(Cl)c1Cl | 4
CCCn1cnc2c(SCc3ccc(Cl)cc3)nc(N)nc21 | 1
Nc1nc(SCc2ccccc2)c2ncn(Cc3ccccc3)c2n1 | 29
O=C1c2ccccc2-c2ccc(N=[N+]([O-])c3ccc4c(c3)C(=O)c3ccccc3-4)cc21 | 3
N=C(N)SC(c1ccccc1)c1ccccc1 | -4
O=C(O)[C@@H]1[C@H](C(=O)NCc2ccccn2)[C@@H]2C=C[C@H]1O2 | -2
N[C@@](CCc1ccccc1)(C(=O)O)c1ccccc1 | 3
COc1ccc(/C=N/NC(=O)O)cc1 | 12
CN(CCO)Cc1ncccc1O | 4
CC(C)(C)c1ccc(OCC(=O)O)c(Cl)c1 | 5
Cc1ccc2nc(CC(=O)c3ccc4ccccc4c3)c(=O)[nH]c2c1 | 5
O=C(NC1(C(=O)O)CCCC1)c1ccccc1 | -27
O=C(O)[C@H]1CCCN1Cc1cc2ccccc2c2ccccc12 | 0
C[N+]1([C@H](CO)Cc2c[nH]c3ccccc23)Cc2ccccc2C1 | 3
O=C(O)c1ccc(NCc2nc3cc4ccccc4cc3[nH]2)cc1 | 4
CN(C)CCCN1c2ccccc2Sc2ccc3ccccc3c21 | 9
C#CCOC(=O)[C@H](N)CC(N)=O | -3
CN(C)c1ccc(C(=C2C=CC(=[N+](C)C)C=C2)c2c(O)c(S(=O)(=O)O)cc3cc(S(=O)(=O)O)ccc23)cc1 | 34

New compounds follow:
molecule | Smad3 FoxH1 inh
Cc1[nH]c(C)c(CN(C)C)c1CN(C)C | -5
O=C(O)c1nn(-c2ccc(Cl)cc2)c2c1C(=O)c1ccccc1C2=O | 53*
CC(=O)[C@@]1(N=Nc2ccc(S(N)(=O)=O)cc2)CCOC1=O | 52*
C[C@H]1C[C@@H]2[C@@H]3CCC4=CC(=O)C=C[C@@]4(C)[C@@]3(F)[C@H](O)C[C@@]2(C)[C@]1(O)C(=O)COP(=O)(O)O | 8
Cc1ccc(CCCC(=O)O)cc1C | -7
COc1ccc([C@@H](Nc2ncccn2)c2cc3c(cc2O)OCO3)cc1 | 9
NCCNCC1CCNCC1 | -5
C[C@H](CCC(=O)O)[C@@H]1CC[C@@H]2[C@H]3CC[C@@H]4C[C@H](O)CC[C@@]4(C)[C@@H]3CC[C@]21C | 5
O=C(O)/C(Cc1ccc([N+](=O)[O-])cc1)=N\O | 1
N[C@H](C(=O)O)[C@H](N)C(=O)O | 10
Oc1cc(CN2COc3ccccc32)c(O)cc1CNC1CCCCC1 | 74*
C[C@@]12CC[C@H]3c4ccc(O)cc4CC[C@@H]3[C@H]1C/C(=N\O)[C@H]2O | 20
COc1ccc2c(=O)cc(-c3ccncc3)oc2c1OC | 1
O=[N+]([O-])c1ccc(NN=C2c3ccccc3Cc3ccccc32)c([N+](=O)[O-])c1 | 15
Cc1cc2c(cc1C)NC1=C(N2)O[C@H](c2c[nH]c3ccc(COc4ccccc4)cc23)C1=O | 81*
CN(C)Cc1cc(C(C)(C)C)ccc1-c1ccc(C(C)(C)C)cc1CN(C)C | 70*
CC(C)(C)CC(C)(C)c1ccc(O)c(C[N+](C)(C)[O-])c1 | 2
CCN(CCO)C[C@@H]1CCC[C@@H]2CCCC[C@H]21 | 0
Cn1ncc2c(Cl)ncnc21 | -1
Cc1ccc(S(=O)(=O)O[C@H]2C[C@@H](C(C)(C)C)CC[C@@H]2c2ccccc2)cc1 | 3
Cc1cc(O)c(-c2cc(O)c(C)cc2O)cc1O | 83*
CC(C)(C)c1ccc(O)c(CN(Cc2cc(C(C)(C)C)ccc2O)C2CCCCC2)c1 | 11
CC1(C)[C@@H]2CC[C@@](C)(C2)[C@@H]1OC(=O)c1ccccc1C(=O)O | 1
CC(=O)[C@H](C(=N)C#N)C(=O)Nc1ccccc1 | -16
O=C(Nc1c[nH]c(=O)[nH]c1=O)Oc1ccccc1 | 47
O=C(O)c1cc2ccccc2c(S(=O)(=O)O)c1O | 0
c1c[nH]c(CN2CCOCC2)n1 | -13
O=CNc1ncn[nH]1 | -7
NN(CC(=O)O)CC(=O)O | -4
Clc1ccc2c(NC3CCC(N4CCCCC4)CC3)ccnc2c1 (stereo unspecified) | 1

The list goes on.
molecule | Smad3 FoxH1 inh
Cc1ccc2c(c1)N[C@H](c1ccc(C(=O)O)cc1)c1cccn1-2 | 13
CCCCn1cnc2c(c(CC#N)nn2-c2ccccc2)c1=N | 10
O=[N+]([O-])c1ccc(C2=Nn3c(nnc3-c3ccc(Cl)cc3)SC2)o1 | 6
Cc1nnc(S(=O)(=O)c2ccc(N=Nc3c(N)nc(N)nc3N)cc2)s1 | -6
O=C(O)CCc1ccc(-c2ccccc2)[nH]1 | 1
O=C(N[C@]1(C(=O)O)C[C@H]1c1ccccc1)c1ccccc1 | 8
Cc1cc(Cl)ccc1Nc1sc(C(=O)c2cc3cc(Cl)ccc3o2)c(N)c1C#N | 14
O=C1C[C@H]2C(=O)[C@@H]1[C@@H](C(=O)O)[C@H]2C(=O)O | -8
Cc1ccc([C@@H](O)c2cnc(C)n2Cc2ccccc2)cc1 | 9
NS(=O)(=O)c1cc(C(=O)O)c(Cl)c([N+](=O)[O-])c1Cl | 5
CC1(C)N=C(N)N=C(N)N1c1cccc(OCc2cccc([N+](=O)[O-])c2)c1 | 33
O=c1[nH]c(=S)[nH]c(-c2ccccc2)c1Cc1c(O)ccc2ccccc12 | 8
c1ccc(CN2COc3c(ccc4c5c(ccc34)CN(Cc3ccccc3)CO5)C2)cc1 | 47
NNC(=O)CCc1ccc2ccc3ccccc3c2c1 | 36
O=C(O)CN1C(=O)O[C@@H](c2ccccc2)C1=O | -3
Cn1c(=S)c2[nH]c(SCCN3CCCC3)nc2n(C)c1=O | 5
c1ccc([C@H](c2cccc3c2ccc2ccccc23)[C@H](c2ccccc2)c2cccc3c2ccc2ccccc23)cc1 | 0
N#C/C(=C\N1CCNC1=S)C(=O)c1ccc2ccccc2c1 | 19
Oc1ccccc1CNCc1ccccc1O | -2
O=c1[nH]c(=S)[nH]c2c1CN(CCCN1CCOCC1)CN2 | 9
CN(C)CCCn1cnc2cc(Cl)c(Cl)cc21 | -2
NS(=O)(=O)c1ccc(N=Nc2nc3[nH]c(=O)[nH]c(=O)c3[nH]2)cc1 | 3
O=C(O)c1cncc(C(=O)O)c1 | -16
O=C1CSC(=S)N1/N=C/c1ccc(Cl)c([N+](=O)[O-])c1 | 11
Clc1ccc(-c2noc(CN3CCCCC3)n2)cc1 | 0
N=C(N)SCC(=O)O | -5
CN(CC(=O)O)CC(=O)O | 0
CC(=O)N[C@@H]1CONC1=O | 2
c1ccc(-c2nnn(CCN3CCCCC3)n2)cc1 | -2
N=c1nc(N)nc(N)n1-c1ccc(S(N)(=O)=O)cc1 | -17

Next compounds.
molecule | Smad3 FoxH1 inh
NCC(=O)N[C@H](CO)C(=O)O | -2
C(=N\Nc1nnc2c(n1)[nH]c1ccccc12)/c1cccnc1 | 18
CN(C)c1ccc(/C=N/NC(=O)c2cnc3ccccc3c2)cc1 | -8
O=C(O)[C@H]1Cc2c([nH]c3ccccc23)[C@@H](CCCCO)N1 | 1
COc1ccc2cc(C(=O)CCC(=O)O)ccc2c1 | 0
C#CCOCCCC(=O)O | 36
Cc1cn([C@@H]2C[C@H](N=[N+]=[N-])[C@H](CO)O2)c(=O)[nH]c1=O | -4
C[C@]12CCC(=O)C=C1CC[C@H]1[C@H]2C(=O)C[C@]2(C)C(CC(=O)O)=CC[C@@H]12 | 5
C/C(=N\O)[C@@H]1C[C@H](CC(=O)O)C1(C)C | -1
C[N+]1(CCCC[N+]2(C)CCCCCCC2)CCCCCCC1 | 15
COc1ccc2c3c(ccc2c1)N[C@H](C(=O)O)CC3 | -15
C[N+](C)(C)CC(=O)N/N=C/c1c(O)ccc2ccccc12 | 12
Cc1c(C(=O)O)nc(/C=C/C(=O)O)[nH]c1=O | 4
CN(C)CCSS(=O)(=O)O | -2
CN1CCc2ccccc2[C@H]1Cc1ccccc1NC(=O)c1sc2ccccc2c1Cl | 32
O=c1cc(N=Nc2ccc(O)cc2)[nH]c(=O)[nH]1 | 6
O=c1[nH]c(=S)c2[nH]c(=O)n(-c3ccccc3)c2[nH]1 | 40
O=C(C[N+]12CN3CN(CN(C3)C1)C2)c1ccc(-c2ccccc2)cc1 | 77*
C/C(=N\O)c1cccc[n+]1Cc1ccccc1 | -5
NCCSSCCN | 15
CC(CCC(=O)O)(c1ccc(O)cc1)c1ccc(O)cc1 | -7
O=C1c2ccccc2C(=O)c2c(NC(=O)c3ccc4c5c(ncnc35)-c3ccccc3C4=O)cccc21 | 13
CC(C)[C@@H]1O[C@H](/C=C/c2ccccc2)OCC1(C)C | 4
OCCNc1ncnc2c1ncn2[C@H]1O[C@@H](CO)[C@H](O)[C@H]1O | 25
Cc1ccc(C)c(/C(=N/N=C(N)N)C2CC2)c1 | -3
N#C/C(=C\Nc1ccccn1)C(=O)C1CC1 | -17
O=C(O)c1ccc([N+](=O)[O-])c(P(=O)(O)O)c1 | -2
O=C(O)[C@@H](Br)[C@@H](Br)c1ccccc1[N+](=O)[O-] | 13
COc1ccc(-c2cc([C@H](O)[C@@H]3CCCCN3)c3ccccc3n2)cc1 | 12
CN(C)C(=O)C1CCN(Cc2c[nH]c3ccccc23)CC1 | 12

(continued)
molecule | Smad3 FoxH1 inh
Cn1c(C[C@@H](O)c2nc3ccccc3n2C)nc2ccccc21 | 36
CC1=C[N+](=O)c2ccccc2[N+]1=O | 5
CC1(C)[C@@H]2CC[C@@]1(CC(=O)O)[C@@H](Cl)C2 | -6
Nc1cc(S(N)(=O)=O)ccc1SSc1ccc(S(N)(=O)=O)cc1N | 21
C[C@@]12CC[C@@H]3[C@H](CC=C4C[C@@H](O)CC[C@@]43C)[C@H]1CC[C@H]2N(CCO)CCO | 1
O=C(C[C@@H](c1ccccc1)N1CCCCC1)c1ccccc1 | 7
O=C(O)/C=C(/CC(=O)O)C(=O)O | 14
C/C(=N\O)c1ccc2cc(Br)c3ccccc3c2c1 | 12
Cc1ccc(S(=O)(=O)Oc2cc(S(=O)(=O)O)cc3cc(S(=O)(=O)O)cc(N)c23)cc1 | 6
Cc1cccc2cc3ccc4ccccc4c3cc12 | 5
O=C(O)/C(Cc1ccnc2ccccc12)=N\O | -14
O=C(O)c1ccccc1-c1ccccc1C(=O)Nc1ccc2c(c1)Cc1ccccc1-2 | 23
Oc1c([C@H](Nc2ccccn2)c2ccccc2)ccc2cccnc12 | -15
c1ccc(CO[C@H]2NCCN2Cc2ccccc2)cc1 | -13
O=C(CC(=O)c1ccncc1)c1ccccc1 | 0
CC(C)[C@@]12CC[C@]3(CC[C@@H]4[C@](C)(CCC[C@@]4(C)C(=O)O)[C@@H]3C1)[C@@H](CN)C2 | 15
O=C(O)c1ccc(Cc2ccccc2C(=O)O)cc1 | 7
COc1ccc2[nH]c3cc4c(=O)c5cc(OC)ccc5[nH]c4cc3c(=O)c2c1 | 4
CCOC(=O)CCCN | 1
O=S(=O)(c1ccc(Br)cc1)N1CCN(S(=O)(=O)c2ccc(Br)cc2)CC1 | -2
CN(C)CCN(c1ccccn1)c1ccccn1 | 17
Cc1cc(Cl)nc2ccc(Cc3ccc4nc(Cl)cc(C)c4c3)cc12 | -1
COc1ccc2nc3cc(Cl)ccc3c(Nc3ccc(O)c(CN4CCN(C)CC4)c3)c2c1 | 30
NCCSCCc1ccccc1 | 4
Cc1cc(O)c(C(C)C)cc1C1(c2cc(C(C)C)c(O)cc2C)OC(=O)c2ccccc21 | 1
OCCCN=C1CCCCC1 | 11
CSc1ccc2c(c1)N(CCCN(C)C)c1ccccc1S2 | -3
O[C@@H](COc1cccc2ccccc12)CN1CCOCC1 | -4
O=c1[nH]c(SCc2ccccc2[N+](=O)[O-])nc2nc[nH]c12 | 1&5
O=C(C[n+]1ccc2ccccc2c1)c1ccc2ccc3ccccc3c2c1 | 81*

As a working copy, some entries already given:
molecule | Smad3 FoxH1 inh
O=c1[nH]c(SCc2ccccc2[N+](=O)[O-])nc2nc[nH]c12 | 1&5
O=C(C[n+]1ccc2ccccc2c1)c1ccc2ccc3ccccc3c2c1 | 81*

Additional records follow:
molecule | Smad3 FoxH1 inh
c1ccc2sc(SCCSc3nc4ccccc4s3)nc2c1 | 9
CSc1ncnc2c1ncn2CC(=O)[C@@H]1CC[C@@H]2[C@H]3CCC4=CC(=O)CC[C@@]4(C)[C@@H]3CC[C@]21C | 15
O=C(O)CCSCc1ccc(I)cc1 | -8
C[C@H](CCC(=O)O)[C@H]1CC[C@@]2(C)[C@@H]3C(=O)C[C@H]4C(C)(C)[C@@H](O)CC[C@]4(C)[C@H]3C(=O)C[C@]12C | -11

A second format for some results above.
c1ccc2sc(SCCSc3nc4ccccc4s3)nc2c1
- Smad3 FoxH1 inh = 9

CSc1ncnc2c1ncn2CC(=O)[C@@H]1CC[C@@H]2[C@H]3CCC4=CC(=O)CC[C@@]4(C)[C@@H]3CC[C@]21C
- Smad3 FoxH1 inh = 15

Compound activity from PubChem BioAssay.
